Screening data from PubChem.
SMARCA2 activ – SMARCA2 (BRM) function activators, primary screen, cell-based, luminescence, high throughput. 1% of 370,000 active. activation, % at 9.1 µM. MG213 cells, MMTV-luciferase reporter, dexamethasone, overnight; in the data active = activation above about 7.8%;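 note: 0% = vehicle wells and 100% = reference activator wells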
ADAM17 inh – ADAM17 inhibitors, primary screen, biochemical, QFRET; 0.83% of 370,000 active; inhibition, % at 6.95 µM; Disintegrin and metalloproteinase domain-containing protein 17 (Homo sapiens), P78536; recombinant ADAM17, EDANS/DABCYL FRET peptide cleavage;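 active = inhibition above the mean of compounds lying between control limits plus 3 SD, set per campaign, cut at about 8.5% in these data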;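 note: 0% = DMSO-only wells as the low control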
Target sequence (P78536 215-824 limits assumed): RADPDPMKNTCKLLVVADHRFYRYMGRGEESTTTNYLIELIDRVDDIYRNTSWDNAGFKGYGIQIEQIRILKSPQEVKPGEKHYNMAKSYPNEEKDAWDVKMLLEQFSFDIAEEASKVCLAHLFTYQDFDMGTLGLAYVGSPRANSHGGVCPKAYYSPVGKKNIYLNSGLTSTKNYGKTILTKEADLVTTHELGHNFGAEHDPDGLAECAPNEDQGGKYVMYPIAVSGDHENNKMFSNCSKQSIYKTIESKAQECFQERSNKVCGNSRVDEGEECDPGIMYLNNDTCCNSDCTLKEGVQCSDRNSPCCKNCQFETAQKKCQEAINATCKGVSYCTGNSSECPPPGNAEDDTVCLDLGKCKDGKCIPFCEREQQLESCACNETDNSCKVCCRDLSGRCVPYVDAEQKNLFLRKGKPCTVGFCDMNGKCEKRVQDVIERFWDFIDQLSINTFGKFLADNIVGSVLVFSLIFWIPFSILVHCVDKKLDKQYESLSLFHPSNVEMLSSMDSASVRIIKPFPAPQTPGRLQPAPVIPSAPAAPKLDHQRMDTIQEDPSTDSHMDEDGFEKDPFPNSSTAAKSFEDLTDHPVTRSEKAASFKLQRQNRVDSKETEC
ADAM10 inh – human ADAM10 inhibitors, primary screen, biochemical, QFRET, HTS. Disintegrin and metalloproteinase domain-containing protein 10 (Homo sapiens), O14672. recombinant ADAM10, EDANS/DABCYL FRET peptide cleavage, 3 h. inhibition, % at 7 µM. 0.62% of 370,000 active;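 active = inhibition above a per-campaign cutoff equal to the mean of compounds falling between control-based bounds plus 3 SD, cut at about 20% in these data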;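 note: 0% = DMSO wells while the 100% control is not disclosed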
hcDAF12 agonist – H. contortus DAF-12 nuclear receptor activators, primary screen, cell-based, luminescence, HEK293, lit1-tk-luc reporter. HEK293 hcDAF-12 lit1-tk-luc reporter; 0% DMSO, 100% Δ7-dafachronic acid. activation, % at 6.8 µM. 1.4% of 370,000 active;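 active = activation above the mean of all tested compounds plus 3 SD, cut at about 5.5% in these data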;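 note: 100% = response to 3 µM Δ7-dafachronic acid high control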
ssDAF12 agonist – S. stercoralis DAF-12 nuclear receptor activators, primary screen, cell-based, luminescence, HEK293, GRIP1 co-expression, lit1-tk-luc; HEK293 ssDAF-12/GRIP1 lit1-tk-luc reporter; % of 3 µM dafachronic acid response; activation, % at 6.8 µM; 1% of 370,000 active;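 active = activation above the mean over all tested compounds plus 3 SD, cut at about 0.9% in these data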;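 note: 0% = DMSO-only wells and 100% = 3 µM delta7-dafachronic acid wells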
NPR1 activator – GC-A stimulated cGMP production enhancers – HEK293 GC-A cells, cGMP TR-FRET, EC30 ANP, primary screen. 0% at EC30 ANP, 100% saturating ANP. activation, % at 10 µM. 0.14% of 370,000 active. AID 1671463, 2021; in the data active = activation above about 40%
hgDAF12 agonist – H. glycines DAF-12 receptor agonists, primary screen, cell-based, luminescence, HEK293, GAL4 fusion, UAS-luciferase; Nuclear hormone receptor DAF-12 (Heterodera glycines), GAL4 fusion; HEK293 GAL4-hgDAF12 UAS-luciferase reporter, agonist luminescence; normalized to butyrate control; activation, % at 6.8 µM; 1.8% of 370,000 active;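 active = activation above a cutoff set at the mean of all screened compounds plus 3 SD, cut at about 10% in these data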;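 note: 0% = DMSO wells and 100% = sodium butyrate wells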
PG9 binder – binders of HIV-1 gp120 antibody PG9, primary screen, biochemical, TR-FRET. TR-FRET gp120-PG9 antibody binding. 0.43% of 360,000 active. HIV-1 gp120 / PG9 antibody interaction. inhibition, % at 6.7 µM; in the data active = inhibition above about 8.5%
FXN GAA850 act – FXN promoter activators, primary screen, cell-based, luciferase luminescence, HEK293 lucGAA850 | HEK293 lucGAA850 FXN promoter luciferase reporter, 24 h; percent of 10 µM SAHA response | activation, % at 6 µM | 0.56% of 360,000 active | AID 540364, 2011;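 active = activation above the average of all compounds screened plus 3 SD, cutoff fixed separately per campaign, cut at about 7.5% in these data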;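 note: 0% = DMSO wells and 100% = 10 µM SAHA wells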
DAX1 inh-1 – DAX1 (NR0B1) inhibitors on StAR promoter, primary screen, cell-based, luminescence, SF-1 (NR5A1), full-length DAX-1; 1.1% of 370,000 active; AID 652010, 2013; inhibition, % at 6.8 µM; HEK293T StAR-luciferase reporter, SF-1/DAX-1 repression relief;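 active = inhibition above the mean over all tested compounds plus 3 SD, cut at about 3.6% in these data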;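 note: 0% = DAX-1 cells with DMSO and 100% = cells lacking DAX-1 with DMSO; higher inhibition means more luminescence from relief of DAX-1 repression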
DAX1 inh-2 – DAX1 (NR0B1) inhibitors, primary screen, cell-based, HEK293, Gal4-DAX1, luciferase luminescence | Nuclear receptor subfamily 0 group B member 1 (Homo sapiens), P51843 | HEK293 Gal4-DAX1 luciferase reporter | inhibition, % at 6.75 µM | 0.99% of 340,000 active | AID 504766, 2011;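 active = inhibition above the mean over all tested compounds plus 3 SD, cut at about 4.2% in these data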;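 note: 0% = DAX1-transfected cells with DMSO and 100% = empty-vector control cells with DMSO; inhibition shows as a rise in luminescence from relieved DAX1 repression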
Target sequence (P51843 207-470 limits assumed): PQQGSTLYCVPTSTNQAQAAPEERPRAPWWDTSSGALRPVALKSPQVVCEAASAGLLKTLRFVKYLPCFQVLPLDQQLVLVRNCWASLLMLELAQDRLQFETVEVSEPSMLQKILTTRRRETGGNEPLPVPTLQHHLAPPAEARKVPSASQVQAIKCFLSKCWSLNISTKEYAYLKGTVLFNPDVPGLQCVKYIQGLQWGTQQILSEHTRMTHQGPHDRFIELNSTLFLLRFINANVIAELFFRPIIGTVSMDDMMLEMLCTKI
Numbers without * were called inactive; i = inactive; . = not tested or not shown.

SMILES	NPR1 activator	hcDAF12 agonist	DAX1 inh-2	PG9 binder	ssDAF12 agonist	FXN GAA850 act	ADAM17 inh	hgDAF12 agonist	ADAM10 inh	DAX1 inh-1	SMARCA2 activ
O=C(c1cc2ccccc2o1)c1cccs1	1	2.2	2.9	-0.9	-0.1	8.3*	1	6.1	-5	0.9	2
Cc1cc(Nc2ccccc2)n(CCO)n1	1	-0.2	0.8	-1.5	-1.4	2.1	-7	-0.5	-9	0.3	-3
COc1ccc(OC(=O)N2C/C(=C/c3ccccc3)C(=O)/C(=C\c3ccccc3)C2)cc1	-1	0.3	-0.1	2.8	-1.7	-11	2	-3.7	-7	-0.4	-2
CC(C)c1cc(Cn2c3ccccc3c(=O)n2C(C)Cn2cc(COc3ccccc3)nn2)on1 (configuration not stated)	-8	-3.5	.	-1.0	-0.8	.	-59	0.6	-299	1.7	-3
CC(O)(c1cccs1)C(C(=O)O)c1ccccc1 (configuration not stated)	0	1.8	-0.5	-1.9	-0.4	1.0	-2	-0.3	-7	0.8	-4
O=C(CCNC(=O)c1ccc([N+](=O)[O-])cc1)NCC1COc2ccccc2O1 (configuration not stated)	8	1.2	3.5	0.3	-1.2	1.1	-1	-1.3	-13	-0.6	-2
C=CCn1c(=O)c(C(=O)OCC)c(O)c2ccccc21	1	2.1	-0.7	0.5	-1.2	3.8	-1	0.1	-1	0.2	1
CCC1CCCCN1CCCNC(=O)CC1Oc2ccccc2NC1=O (configuration not stated)	0	2.8	2.3	0.1	-0.4	0.7	-4	2.0	-7	0.4	-1
C#CCNC(=O)C1=C[C@@H](C)[C@H](CCCO)[C@@H](OCC)O1	-3	0.1	1.6	-0.3	-1.2	-0.2	-6	-2.8	-4	-0.3	1
Cc1cc(OC(C)C(=O)NCC2CCC(C(=O)O)CC2)c2c(C)c(Cc3ccccc3)c(=O)oc2c1 (configuration not stated)	2	-1.1	6.6*	-2.1	-0.6	0.7	-31	-3.5	-125	0.8	3
Cn1nnnc1SCC(=O)c1ccc2c(c1)OCCO2	0	0.1	2.0	2.0	-1.9	0.1	-5	0.7	-2	0.3	-1
CCCCOc1nc(N)nc(-c2ccccc2)n1	3	-1.1	1.6	-2.9	-0.3	1.8	-2	1.2	15	0.3	-5
CN(CC(=O)Nc1ccc(Cl)c(C(F)(F)F)c1)C(=O)COc1cccc2cccnc12	-12	0.3	0.3	2.4	-0.8	1.6	0	-2.1	-21	1.3	-6
CCCCCOC(=O)c1c(N)n(CCOC)c2nc3ccccc3nc12	20	-0.5	-0.8	3.6	-1.3	-1.4	i	-4.4	i	-2.3	-4
CN(Cc1ccon1)C(=O)C1CCN(C2CCN(CCCc3ccccc3)CC2)CC1	1	-2.2	0.0	-1.9	-1.1	-0.7	1	-1.9	-7	-2.1	-1
CN(Cc1ccccc1OCCO)CC1CCCN(CCc2ccc(Cl)cc2)C1 (configuration not stated)	-13	0.0	2.4	-1.1	-1.5	-0.7	0	1.1	-2	0.9	2

Compound profiles, as listed above. Order of values: NPR1 activator	hcDAF12 agonist	DAX1 inh-2	PG9 binder	ssDAF12 agonist	FXN GAA850 act	ADAM17 inh	hgDAF12 agonist	ADAM10 inh	DAX1 inh-1	SMARCA2 activ
Cc1cc(OC(C)C(=O)NCC2CCC(C(=O)O)CC2)c2c(C)c(Cc3ccccc3)c(=O)oc2c1 (configuration not stated) is listed as 2	-1.1	6.6*	-2.1	-0.6	0.7	-31	-3.5	-125	0.8	3
CCCCOc1nc(N)nc(-c2ccccc2)n1 is listed as 3	-1.1	1.6	-2.9	-0.3	1.8	-2	1.2	15	0.3	-5

(continued)
SMILES	NPR1 activator	hcDAF12 agonist	DAX1 inh-2	PG9 binder	ssDAF12 agonist	FXN GAA850 act	ADAM17 inh	hgDAF12 agonist	ADAM10 inh	DAX1 inh-1	SMARCA2 activ
CC(=O)c1nc(N2C(=O)CC(Cc3ccccc3)C2=O)sc1C (configuration not stated)	2	-2.4	-0.5	-0.3	-0.6	0.5	4	-2.9	6	-0.4	-3
CCC1Oc2ccccc2N(CC(=O)NCCN2CCc3ccccc3C2)C1=O (configuration not stated)	-6	2.7	0.6	-0.5	-1.1	-2.8	-3	-1.9	1	-0.4	2
C/C=C(\C)C(=O)N1CCC(C(=O)c2ccccc2)CC1	-4	-2.3	0.4	-1.8	-1.1	0.6	-1	-1.3	4	-0.4	-1
COc1ccc(SC[C@H](C)CN2CC[C@H](C)CCC2=O)cc1	3	-1.9	-0.7	0.8	-1.3	-1.8	-1	-1.5	1	-0.6	0
CCOCCCNC(=S)NCCc1ccccc1	1	0.5	0.3	-2.7	-0.2	-0.1	1	2.4	2	0.3	3
CCn1c(SCc2c(F)cccc2F)nc2sc3c(c2c1=O)CCCC3	1	-0.9	.	.	-1.1	.	0	3.2	-3	1.2	-4
Cc1cccc(C2c3c(n(C)c(=O)n(C)c3=O)N=C3c4ccccc4C(=O)C32)c1 (configuration not stated)	-2	-0.9	0.8	-0.7	-1.1	2.5	-4	0.3	6	0.0	0
COc1cccc(/C=N/Nc2cc(N3CCOCC3)ncn2)c1O	6	-3.9	-3.4	-4.2	-2.2	-0.8	-3	-8.1	-9	-1.5	1
COC(=O)c1cccnc1N1CCN(c2ccccc2F)CC1	2	-3.0	-0.3	-2.9	-2.2	0.3	5	-3.5	3	-0.1	-4
O=P(c1ccccc1)(c1ccccc1)N(c1ccccc1)c1ccccc1	-37	-1.2	-1.2	0.4	-1.1	-1.1	-5	0.8	-3	-1.1	-3
O=C(Nc1ccc2c(c1)OCO2)OC1CCC12CCCCC2 (configuration not stated)	2	0.0	.	.	-0.4	.	4	15*	7	2.6	2
Cn1nc(C(=O)N2CCC(C(N)=O)CC2)c2c1-c1ccccc1SC2	0	-0.1	-0.6	0.0	-0.7	0.6	-1	0.8	-13	0.0	-2
COCCNc1ncnc2c1ncn2[C@H]1CN(Cc2ccc(OC)cc2)C[C@@H](CO)O1	-1	1.5	.	1.7	-1.4	2.4	-3	0.0	-6	-0.1	-1
COc1ccc(NC(=O)C[C@@H]2C(=O)N(Cc3ccccc3)CC2(C)C)cc1	6	2.1	0.3	-2.7	-0.7	0.0	0	0.1	-6	0.4	-2
Cc1ccccc1C(=O)O/N=C(\N)Cc1cccs1	5	2.1	1.9	-1.9	-0.4	3.5	1	8.5	-4	2.4	5
O=C(c1cccc(-c2nnc(-c3ccccc3)o2)c1)N1CCCCCC1	8	0.0	0.1	-0.2	-1.9	3.8	-3	5.1	0	-0.1	1
CC(CCc1ccccc1)NC(=O)CSc1nc(N)cc(N)n1 (configuration not stated)	-2	-1.1	-1.2	-0.1	0.0	2.3	-2	1.8	8	-0.1	0
O=[N+]([O-])c1cccc(-c2nnc(C3CC3)o2)c1	3	-2.2	2.8	-0.4	-1.1	0.9	3	0.8	1	-0.3	-2
COc1ccccc1-n1nnnc1SCC(=O)NC1CCCC1	4	-1.5	0.2	-2.4	-0.6	-4.1	-3	-0.5	6	0.2	2
CC1CCCC(=NNC(=O)C2COc3ccccc3O2)C1 (configuration not stated)	-1	1.4	-1.6	1.1	-1.2	-3.7	-3	1.4	-6	-3.2	-2
COc1cc(NC(=O)N2CCOCC2)cc(OC)c1	1	-0.1	-0.2	-0.2	-0.9	-0.9	-3	0.2	-6	0.1	3
N#Cc1cccc(NC(=O)CCC2CCCC2)c1	1	-0.4	0.9	-1.8	-1.1	-0.6	-2	-0.4	6	0.5	1
CC(Nc1cccc(C(=O)NC2CC2)c1)c1nnc(-c2ccccc2)o1 (configuration not stated)	-5	-0.2	-1.0	2.0	-1.1	-0.3	-8	0.5	-13	-0.8	-4
Cc1cc(O)c(NC(=O)c2ccc(C)c([N+](=O)[O-])c2)cc1C	-5	5.3	.	0.0	0.2	5.2	0	14*	-4	2.1	9.3*
COc1cc(CN2CCC(n3nccc3NC(=O)CCCc3ccccc3)CC2)ccc1O	-4	0.5	-0.3	-1.5	-0.2	-0.6	-1	-0.2	-7	0.3	0
CC(C)C[C@H](NC(=O)N1CCn2c1nc1ccccc12)C(=O)N[C@H](Cc1ccccc1)C(=O)O	1	-1.4	1.8	-0.5	-0.8	0.3	-2	-0.7	-11	0.0	2
c1ccc(-c2oc3ncnc(NCCN4CCOCC4)c3c2-c2ccccc2)cc1	6	-3.5	-1.2	0.1	-2.1	5.9	-17	-3.4	-59	0.3	1
CN1C(=O)c2ccc(NC(=O)c3cccc(N4C(=O)CCC4=O)c3)cc2C1=O	2	0.8	0.5	-1.9	-1.4	1.6	-174	0.8	i	0.0	3
O=C(CN1C(=O)C2C3CCC(C3)C2C1=O)NCc1ccco1 (configuration not stated)	2	3.6	0.8	0.3	-0.7	-0.1	-2	4.3	-10	1.2	2
COc1cccc(C=NNC(=S)NN=Cc2cccc(OC)c2OC)c1OC	-1	0.2	-1.1	-4.2	-1.7	-1.1	-5	0.2	-9	-0.2	1
CCOC(=O)c1sc(NS(=O)(=O)c2ccc(F)cc2)nc1C	1	-0.6	-0.2	0.5	-1.3	6.7	-5	-0.6	-9	-0.1	-5
